V-ATPase pHluor: alters yeast V-ATPase proton transport; S. cerevisiae, pHLuorin cytosolic pH fluorescence; 0.37% of 350,000 active; response, % at 10 µM; in the data active = response mostly above about 7.3%, no sharp cut-off; inactive = mostly below about 5.4%; also: actives read high; inactives centre near 0; some compounds called inactive have numbers as strong as hits; reference of the scale not given here
dFosB act: activators of mouse delta FosB homodimer | P13346 | activation, % at 25 µM | AID 493131 | 0.99% of 340,000 active | purified delta FosB, TAMRA-CDK5 oligo fluorescence polarization; percent of positive-control signal above neutral wells;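 active = mean activation above about 17%, with every replicate also reaching it, limit read from the data, passing the limit was not always enough; inconclusive = only one of the two conditions met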;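 also: fluorescence polarization rise as delta FosB binds a TAMRA Cdk5 AP-1 oligo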
Target sequence (P13346 whole entry, looked up): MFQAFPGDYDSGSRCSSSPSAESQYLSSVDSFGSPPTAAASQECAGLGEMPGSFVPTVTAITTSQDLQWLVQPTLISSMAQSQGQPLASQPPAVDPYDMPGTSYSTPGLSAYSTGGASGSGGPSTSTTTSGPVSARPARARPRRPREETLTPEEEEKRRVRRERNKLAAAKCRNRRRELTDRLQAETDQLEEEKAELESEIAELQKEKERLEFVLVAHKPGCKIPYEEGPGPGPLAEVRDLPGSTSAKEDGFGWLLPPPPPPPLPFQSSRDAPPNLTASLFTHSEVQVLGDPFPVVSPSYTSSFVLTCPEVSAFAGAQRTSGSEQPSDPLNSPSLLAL
HTR5A inv ctr: HTR5A inverse agonism, opioid heterodimer counter-screen; 0.083% of 340,000 active; inhibition, % at 9.3 µM; AID 504634; P47898; HTR5A cell line, luminescence; in the data active = inhibition mostly above about 23%, no sharp cut-off; inactive = mostly below about 18%;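 also: 0% = cells with DMSO and 100% = no-cell wells with DMSO; some compounds called inactive have numbers as strong as hits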
PvdQ inh: P. aeruginosa PvdQ acylase inhibition; 0.063% of 340,000 active; inhibition, % at 10 µM; purified PvdQ acylase, fluorescence plate reader; AID 488965; in the data active = inhibition above about 30%, passing the limit was not always enough; inconclusive = no clear call, values can overlap the other calls;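 also: 0% = vehicle neutral wells and 100% = reference inhibitor wells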
Wnt bcat act: activators of Wnt/beta-catenin signaling; 1.2% of 300,000 active; activation, % at 9.35 µM; Wnt/beta-catenin reporter cell assay, activator, plate reader; in the data active = activation above about 30%, passing the limit was not always enough; inconclusive = no clear call, values can overlap the other calls;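 also: 0% = neutral control wells and 100% = positive control wells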
HTR5A ag: counter-screen for OPRM1-OPRD1 agonists: human HTR5A agonism. P47898. HTR5A agonist assay, luminescence, cell-based. activation, % at 9.3 µM. 0.61% of 340,000 active. AID 504692; in the data active = activation mostly above about 9.5%, no sharp cut-off; inactive = mostly below about 7.6%;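 also: 0% = cells with vehicle only and 100% = reference agonist; strong numbers were not always called active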
NSD2 HMT inh: blocks human histone methyltransferase NSD2 | NSD2 peptide methylation, AlphaScreen, 120 min | AID 743445 | inhibition, % at 12.5 µM | O96028 | 0.54% of 310,000 active; in the data active = inhibition above about 50%
MITF TRPM1 HTS: increases MITF-driven TRPM1 promoter luciferase signal | SK-MEL-5 TRPM1-promoter luciferase, 24 h; % of positive control, neutral wells = 0 | activation, % at 12.5 µM | 0.75% of 300,000 active;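 active = mean activation of at least 80% with every replicate also reaching 80%; inconclusive = mean reaches 80% but some replicate falls short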;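 also: 0% = neutral control wells and 100% = parthenolide positive control wells; values of inactives mirror those of a sister screen read the other way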
CDK5 p35 inh: CDK5/p35 (human) kinase inhibition. Q00535+Q15078. Recombinant CDK5/p35, ADP-Glo luminescence, 60 min. inhibition, % at 10 µM. 0.01% of 330,000 active. AID 488839;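 active = highest replicate inhibition of at least 50% and at least 75% of replicates reaching 50%; inconclusive = only one of the two criteria met; inactive = both criteria failed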;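 also: plate controls were DMSO neutral control for no effect and GW8510 at 10 µM for full effect; many of its hits are not listed in these tables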
SR-BI DiI inh: mouse SR-BI HDL lipid transfer inhibition; 0.96% of 320,000 active; inhibition, % at 12.5 µM; ldlA[mSR-BI] CHO cells, DiI-HDL uptake fluorescence, 3 h;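 active = mean replicate inhibition of at least 70% and a set share of replicates each scoring 70 or more; inconclusive = meets just one of the two criteria; inactive = fails both criteria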;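 also: 0% = median of neutral control wells and 100% = median of positive control wells; values of inactives mirror those of a sister screen read the other way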
Target sequence (Q61009 whole entry, looked up): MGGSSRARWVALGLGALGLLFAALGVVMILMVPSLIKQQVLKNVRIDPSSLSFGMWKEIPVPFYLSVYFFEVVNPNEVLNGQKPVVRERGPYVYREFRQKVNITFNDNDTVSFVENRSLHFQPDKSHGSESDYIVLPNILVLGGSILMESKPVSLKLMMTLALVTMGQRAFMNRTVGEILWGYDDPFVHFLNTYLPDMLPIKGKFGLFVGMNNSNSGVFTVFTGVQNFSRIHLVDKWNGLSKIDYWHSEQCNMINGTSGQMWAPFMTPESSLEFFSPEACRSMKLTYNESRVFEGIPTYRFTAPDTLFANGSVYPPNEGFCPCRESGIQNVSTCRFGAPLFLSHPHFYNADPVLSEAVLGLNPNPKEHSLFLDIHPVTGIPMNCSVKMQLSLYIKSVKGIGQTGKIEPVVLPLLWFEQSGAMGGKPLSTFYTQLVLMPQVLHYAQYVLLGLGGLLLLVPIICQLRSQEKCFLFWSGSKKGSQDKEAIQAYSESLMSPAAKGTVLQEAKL
* hit, by the source's call; ? = inconclusive; · = not tested or not shown.

Structure,V-ATPase pHluor,dFosB act,HTR5A inv ctr,PvdQ inh,Wnt bcat act,HTR5A ag,NSD2 HMT inh,MITF TRPM1 HTS,CDK5 p35 inh,SR-BI DiI inh
CC1(c2ccccc2)NC(=O)N(CC(=O)Nc2ccc([N+](=O)[O-])cc2)C1=O (stereo not drawn),3,-13,7,-5,-2,-2,3,0,0.1,22
COC(=O)CNc1nc(Cl)nc(N2CCC(C)CC2)n1,-2,-2,-2,-15,-11,1,·,-1,-0.7,·
CN(C)/C=C/C(=O)c1cnc2n(c1=O)CCS2,-2,-3,-6,3,3,2,0,4,-0.9,-23
CCOc1ccc(CCNC(=O)CSc2cc(=O)n(C)c3ccccc23)cc1OCC,0,-12,17,-24,0,1,0,-6,·,46
COC(=O)NCCOC(=O)N(O)c1ccc(Br)cc1,2,2,-16,-21,-2,1,-4,2,-0.1,-29
Cc1ccc(S(=O)(=O)N2CCN(C(=O)CCCOc3ccc(Cl)cc3C)CC2)cc1,2,-7,-3,-2,-5,7,-3,6,-5.3,-8
S=C(Nc1ccc2nc(-c3ccccn3)c(-c3ccccn3)nc2c1)N1CCCCCC1,-1,-4,-1,-2,-4,0,-1,-13,0.3,39
Cc1cc(C)nc(SC2CCCCC2O)n1 (stereo not drawn),0,0,-7,3,-13,5,1,-6,0.8,-13
CCOC(=O)C1CCN(C(=O)COC(=O)C23CC4CC(CC(C4)C2)C3)CC1,-3,-2,-7,5,1,8,-9,-3,-0.8,15
CCNc1nc(NCC)nc(OCCNS(=O)(=O)c2cc(C)ccc2C)n1,-1,-9,2,-12,·,-1,·,-4,1.1,16
COc1ccc(NC(=O)CSc2nc3ccccc3c(=O)n2CCCN2CCOCC2)c(OC)c1,-2,2,-12,-13,-4,3,-1,-3,1.3,34
Cn1nnc(NC(=S)NC(=O)c2cccc3ccccc23)n1,0,-10,5,1,-1,-1,-5,-9,0.0,-43
O=S(=O)(NCCSc1nc2ccccc2o1)c1ccccc1,-2,-1,-8,-17,-1,1,-1,·,-0.7,11
O=C(NCCc1cccc(Cl)c1)c1cccc([N+](=O)[O-])c1,0,-4,6,-12,·,-2,-3,17,0.8,21
CC(C)NC(=O)CC(=O)N/N=C/c1ccc(F)cc1,-1,-1,0,-13,·,2,-3,-3,-0.2,-17
CCOC(=O)C1CCN(S(=O)(=O)c2ccc3[nH]c(=O)oc3c2)CC1,-1,2,-7,2,-5,2,·,-5,-0.7,-13
O=C(CCN1C(=O)C2C3CCC(C3)C2C1=O)Nc1ccc([N+](=O)[O-])cc1 (stereo not drawn),2,6,20,-3,1,-3,1,7,0.2,-34
CCn1c(SCC(=O)NC(C)(C)C)nnc1-c1ccncc1,0,-3,16,-9,-1,-7,-1,26,-0.4,-1
Cc1ccc(NC(=O)Cc2c(F)cccc2Cl)cc1S(=O)(=O)N1CCOCC1,2,-6,-3,0,7,1,-2,12,-0.7,12
COc1ccc(NC2=CC(c3ccc(OC)cc3)N(c3ccc(OC)cc3)C2=O)cc1 (stereo not drawn),-1,-13,-14,-11,7,0,1,-1,1.0,8
O=C(NCCc1ccccc1)C1CCN(c2nc3ccccc3o2)CC1,-1,2,26,3,-2,0,-1,11,-0.5,12
CN1CCN(c2nc(-c3ccc(Cl)cc3)cc(=O)[nH]2)CC1,10,-5,-4,-6,0,1,-1,6,1.0,-12
Cc1ccc(C(O)c2ccncc2)cc1 (stereo not drawn),-1,-4,-16,-7,0,0,-2,-4,-1.6,-31
Nn1cnnc1SCC(=O)Nc1ccc2c(c1)OCCO2,-2,-1,7,4,·,4,1,7,5.6,-10
CCCOc1ccc(/C=C2\SC(=S)N(CC3CCCO3)C2=O)cc1 (stereo not drawn),-2,-6,15,0,·,0,2,-2,-0.7,2
CC(C)CNC(=S)Nc1ccc(F)cc1,1,0,29,-14,-12,-1,0,-7,-2.3,-1
CC1CC(C)CN(C(=O)c2cccc(S(=O)(=O)N3c4ccccc4CC3C)c2)C1 (stereo not drawn),3,-16,-13,-5,-3,5,-2,-37,-1.9,41
O=C(CCc1c[nH]c2ccccc12)NCc1ccc2c(c1)OCO2,4,-6,22,-11,-2,-10,1,-11,-2.2,17
C/C(=N/NC(=O)CN1CCN(Cc2ccccc2Cl)CC1)c1cccnc1,-2,2,3,7,1,1,-1,·,2.1,-16
COC(=O)C1SCC2C(=O)N(Cc3ccc(Cl)c(Cl)c3)CC(=O)N21 (stereo not drawn),2,-2,11,-8,3,-4,-1,6,1.3,17
CC1CCN(c2ccc(NC(=O)c3ccc(Br)o3)cc2)CC1,3,2,-10,-18,?,-2,-1,79,0.8,13
Cc1ccccc1OCCC(=O)OCC(=O)NC(=O)c1ccccc1,-8,-1,8,6,0,-2,-2,5,1.8,3
CC(=O)Nc1cccc(NC(=S)Nc2cccc3ccccc23)c1,-3,-12,-23,-5,13,9,3,43,0.7,0
Cc1nn(-c2ccccc2)c(C)c1NC(=O)COc1ccc(C#N)cc1,-2,2,-12,-5,-1,5,-3,-3,-1.5,-39
Cc1occc1-c1nnc(SCC(=O)N2CC(=O)Nc3ccccc32)n1CC(C)C,1,-6,13,-12,-4,2,-3,-4,-0.5,17
CC1(C)Cc2c(sc(NC(=O)C(=O)N3CCCCC3)c2C(N)=O)CO1,0,-12,-5,-6,-3,1,-9,-8,·,6
COC(=O)C1=C(SC)N(c2ccc(OC)cc2)C(c2ccccc2)CC1=O (stereo not drawn),-1,-3,-8,-18,-1,0,0,-1,-0.3,0
CCCC(=O)c1cc2c(cc1NC(=O)CC)OCCO2,-1,2,1,-2,-5,-3,-3,0,1.0,11
COc1ccc(OCc2cc(-c3ccc(Cl)cc3)no2)cc1,9,-3,-1,-6,-1,0,0,-3,-0.9,-14
COc1ccccc1CC(=O)N1CCN(c2cccc(Cl)c2)CC1,-1,0,0,-20,0,0,3,·,-2.2,-2
C=CCC(O)c1c(-c2ccccc2)nn(C)c1Cl (stereo not drawn),2,9,12,-5,-3,-4,1,-16,2.5,-11
Cc1cccc(-n2c(=O)c3c4c(sc3n3c(=S)[nH]nc23)CCC4)c1,1,-7,·,-11,-7,·,1,17,-1.8,-27
C/C(=N\NC(=O)Cn1ccc(C(F)(F)F)n1)c1ccco1,2,8,3,-15,-2,-1,-4,-5,0.2,4
O=C(NN1CCOCC1)C12CC3CC(CC(C3)C1)C2,3,-1,2,-18,-7,-1,-2,-1,-1.0,-26
O=C(c1ccc(CNS(=O)(=O)c2ccccc2)cc1)N1CCN(Cc2ccccc2)CC1,-3,-6,-7,-9,1,0,0,-24,-0.9,-9
COc1ccc(N(C)C(=O)C2CCCN2S(=O)(=O)c2cccc3nsnc23)cc1 (stereo not drawn),5,-13,8,-8,-2,-2,4,-5,-0.5,-6
CCCCN1C(=O)C(=O)N(CC(=O)c2cc(C)n(-c3cc(C)on3)c2C)C1=O,1,-11,15,-1,-3,-6,0,7,0.1,-3
CC(C)CCN1CCC(Cc2ccccc2)(NC(=O)c2ccccc2)C1=O (stereo not drawn),-5,5,13,-19,7,1,·,9,0.7,-7
COc1ccc(/C=C(/C(=O)Nc2ccccc2C(=O)NC(C)C)c2ccccc2)cc1,-3,0,10,1,·,-4,0,-2,2.0,61
Cc1nc(Nc2ccncc2)c2oc3ccccc3c2n1,0,-24,9,-2,-2,2,16,5,-2.2,-16
CCCN(CCO)Cc1cccc(Cl)c1,1,2,3,2,0,-4,15,1,-0.9,0
O=C(NCc1ccco1)/C(=C/c1ccc(F)cc1)NC(=O)c1ccccc1,-7,-4,15,3,-3,2,-5,-7,-0.8,1
O=C(Oc1ccccc1C(=S)N1CCOCC1)c1ccccc1,0,-2,-3,-9,0,1,-2,4,1.2,·
CC(=O)Nc1nc(C(=O)Nc2c(C)n[nH]c2C)cs1,-4,-5,-12,5,·,1,-2,-14,-1.1,-16
Cc1c(OCC(=O)NCC(O)c2ccccc2)ccc2c(-c3ccccc3)cc(=O)oc12 (stereo not drawn),-1,-1,-26,-3,-1,1,·,·,0.8,51
Cc1ccc2nc(CCc3nc4ccc(C)cc4[nH]3)[nH]c2c1,-3,2,-35,-10,6,-3,2,4,1.1,-2
CCOc1cc(-c2nc(C)c(C(C)=O)n2O)ccc1OCC(=O)Nc1ccc(F)cc1,2,-1,-15,-11,-1,12,0,13,-4.3,37
Cc1ccc(C)c2[nH]c(=O)c(CCNC(=O)c3ccc(S(=O)(=O)N(C)C)cc3)cc12,-2,-15,11,-7,-3,-4,·,-8,-0.6,·
CCCCNC(=O)c1cn(-c2ccc(OCC)cc2)c(=O)c2cc(OC)c(OC)cc12,-4,-7,-7,15,0,12,4,67,0.9,15
Cc1ccc(C(O)(C(=O)NN(C(=O)c2ccccc2)c2ccccc2)c2ccc(C)cc2)cc1,-1,3,1,-16,-1,0,0,31,-0.3,-1
COc1cccc(C(=O)Nc2ccc3c(c2)C(=O)N(CCC(=O)O)C3=O)c1,0,-1,1,4,·,-3,6,13,1.0,-8
COc1ccccc1C1CC(c2ccc(Cl)cc2)Nc2nc(N)nn21 (stereo not drawn),4,-12,8,1,·,3,1,·,1.2,2
O=C(COC(=O)c1ccccc1Nc1ccccc1F)c1ccccc1,0,-7,7,-17,9,0,19,3,-0.5,15

Screening data (PubChem)
